# Bioassay records: PubChem BioAssay, National Center for Advancing Translational Sciences (NCATS)
# JMJD2A Tudor – blocks the human JMJD2A Tudor domain; O75164; AlphaScreen JMJD2A-Tudor / H3K4me3 peptide binding; Potency, µM (titrated, usually from 114 µM), for the others: top-dose activity change, negative = inhibition, actives largely listed as inhibitors; 390,000 compounds, 4.4% hits; AID 504339; also: potency is read from the fitted curve at half-maximal effect; % is scaled to controls: 0 for no effect and ±100 for the full control effect; nearly all actives have a fitted effect of over 50% in size
# GLS inh – inhibitors of human glutaminase (GLS) | O94925 | 410,000 compounds, 0.21% hits | Potency, µM (top dose mostly 45.5 µM), for inactives: top-dose activity change, negative = inhibition, usual class: inhibitors | GLS enzymatic activity, qHTS titration | AID 624170; also: potency is read from the fitted curve at half-maximal effect; % is scaled to controls: 0 for no effect and ±100 for the full control effect
#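 hKGA; 45 mM KH2PO4 pH 8.2 + 0.02% Tween-20; cpd via pin tool; 1 mM Gln soln; GluOx/HRP/Amplex Red; RT 30 min; fluor. t0 & final.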
# ERG-DNA inh – blocks human ERG Ets domain binding to DNA; Potency, µM (top dose mostly 76.9 µM), for the others: at the highest dose FP activity, negative = inhibition, usual class: inhibitors; fluorescence polarization, His-ERG Ets domain / labelled DNA; P11308; 370,000 compounds, 0.028% hits; active = well fitted inhibition curve with a large enough effect in the polarisation, with a control signal flat; inconclusive = small, poorly fitted or top-dose-only effect, or effect the other way, or a change in a side signal; inactive = no such curve, though single readings can be large or run the other way; the % refers to the polarisation;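 also: polarization taken with two DNA probes labelled with fluorescein and Texas red; potency is read from the fitted curve at half-maximal effect; % of control where 0% means no effect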
#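 His-tagged ERG Ets domain (1 uM in the protein solution; 300mM KCl, 50mM Tris-HCl, 1mM EDTA, 1mM DTT, pH 7.5) received compound, then a probe mix of 5 nM fluorescein-DNA and 100nM Texas-615-DNA. Fluorescence polarization was read for both dyes.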
# HP1b chromo inh – blocks HP1-beta chromodomain binding to methylated histone tails. 390,000 compounds, 0.56% hits. AlphaScreen HP1-beta / biotin-H3K9me3 peptide binding. Potency, µM (doses to about 114 µM), for the others: at the highest dose activity change, negative = inhibition, usual class: inhibitors. P83916; also: potency is read from the fitted curve at half-maximal effect; nearly all actives have a fitted effect of over 70% in size; inactives centre near 23
#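 Compound inhibition of the preformed complex between 50 nM HP1-beta and 50 nM biotinylated H3K9me3 peptide was read by AlphaScreen. Buffer was PBS pH 7.4 with 0.01% Tween-20. Incubations ran 30 min at room temperature, with 10 ug/mL donor/acceptor beads.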
# 12-LOX inh – ALOX12 (human) lipoxygenase inhibition. P18054. purified 12hLO, xylenol orange hydroperoxide absorbance. Potency, µM (doses to about 108 µM), for the others: at the top dose activity change, negative = inhibition, actives largely listed as inhibitors. 580,000 compounds, 1.1% hits; also: potency is read from the fitted curve at half-maximal effect; % is scaled to controls: 0 for no effect and ±100 for the full control effect
#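 Hydroperoxide product was detected by ferrous iron/xylenol orange as the 573 to 405 nm absorbance ratio. Arachidonic acid at 40 uM (final) was turned over for 30 min at room temperature by 150 nM human 12hLO, pH 7.0 Hepes buffer, after 15 min compound preincubation.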
# BAZ2B inh – blocks human BAZ2B. Q9UIF8. AlphaScreen BAZ2B-H3K14Ac peptide displacement. Potency, µM (titrated, usually from 114 µM), for inactives: at the top dose activity change, negative = inhibition, usual class: inhibitors. 360,000 compounds, 4.4% hits; also: potency is read from the fitted curve at half-maximal effect; % is scaled to controls: 0 for no effect and ±100 for the full control effect; nearly all actives have a fitted effect of over 60% in size
#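 Complex of BAZ2B and biotin-H3K14Ac (50 nM apiece) forms over 30 min at RT, then faces library compounds up to 110 uM for another 30 min; AlphaScreen beads added, 20 min dark incubation, luminescence read.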
# PI4K2A inh – PI4K2A (human) kinase inhibition; purified PI4K2A, ADP-Glo luminescence, 1 h; stronger effect = lower value; activity change, negative = inhibition, % at 76.9 µM; 420,000 compounds, 0.13% hits; in the data active = activity change below about -50%; inconclusive = mostly about -30% to -49%;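 also: -100% = wells without enzyme as full effect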
#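 In this quantitative HTS, ADP production by PI4K2A was quantified luminescently after 1 h at ambient temperature; 100 microM adenosine served as plate-quality control.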
# RGS4 inhibitor – inhibitors of human regulator of G protein signaling 4; P49798; Transcreener GDP fluorescence polarization, RGS4-accelerated GTP hydrolysis; Potency, µM (titrated, usually from 114 µM), for inactives: top-dose activity change, negative = inhibition, actives largely listed as inhibitors; 390,000 compounds, 0.039% hits; also: potency is read from the fitted curve at half-maximal effect; % is scaled to controls: 0 for no effect and ±100 for the full control effect; nearly all actives have a fitted effect of over 75% in size; some results filed as inactive show a strong effect at the top dose
#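 MLSMR compounds (23 nl, pin-transferred) preincubated 10 min at room temperature with a 500nM (2x) first reagent, then RGS4 at 900nM (2x) plus Transcreener GDP mix added; fluorescence polarization (620/688 nm) read before and after 90 min at 30 °C.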
# G9a inh – blocks human histone lysine methyltransferase G9a. G9a H3K9 monomethylation, AlphaScreen, 2 h. Q96KQ7. Potency, µM (top dose mostly 102 µM), without a hit: at the highest dose activity, negative = inhibition, actives largely listed as inhibitors. 350,000 compounds, 8.8% hits; also: potency is read from the fitted curve at half-maximal effect; % is scaled to controls: 0 for no effect and ±100 for the full control effect; nearly all actives have a fitted effect of over 75% in size
#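 Chemiluminescent proximity detection of H3K9 monomethylation, read after 10 min bead incubation in the dark. Reaction: 20 nM G9a, 500 nM biotin-H3K9 peptide, 20 uM SAM cofactor, 2 h, room temperature, following 15 min enzyme-compound preincubation.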
# Starred values were filed as active, the others as inactive; ? = inconclusive; . = no result given; & = joins results of further samples; [ ] = dose if it differs, or a comment. Unless noted, calls follow the shape of the dose curve; as a rule, active = well fitted curve in the direction sought with a large enough effect; inconclusive = small, poorly fitted or top-dose-only effect, or another doubt; inactive = no such curve, though single readings can be large; an effect the other way counts as inactive or inconclusive. Some of the compounds tested, so the mix of outcomes need not match the whole.
SMILES,JMJD2A Tudor,GLS inh,ERG-DNA inh,HP1b chromo inh,12-LOX inh,BAZ2B inh,PI4K2A inh,RGS4 inhibitor,G9a inh
CCCc1cc(=O)oc2cc(C)cc(OCC(=O)NCc3ccncc3)c12,-3%,0%,6%,38%,0%&18%,-4%,-6,5%,19%
COc1cc(NC(=O)C(C)N2CCN(C(=O)C3CC3)CC2)cc(OC)c1 (stereo not drawn),5%,4%,0%,31%,-4%,8%,6,-8%,-5%[59 µM]
COc1ccc(-c2ccc([C@H]3[C@H]4C=CC[C@@H](C)[C@@H]4C(=O)N3Cc3ccccc3)c(F)c2)cc1,-17%,4%,-2%,28%,-19%,-13%,-6,5%,-5%[59 µM]
Cc1ccc2c(c1)cc1c(=O)n(Cc3ccccc3Cl)nc(C)n12,4%,-4%,-1%,32%,-24%,2%,-6,0%,6%[59 µM]
CCOc1ccc2nc(N3CCN(C(=O)c4ccc5c(c4)CCCC5)CC3)sc2c1,-17%,-11%,0%,-10%,0%,-14%,5,6%,12%[59 µM]
CN(C)c1ccc2c3c(ccc(N(C)C)c13)C(=O)OC2,-9%,3%,?,38%,0%,-12%,1,8%,.
O=C(NC1CCN(Cc2ccccc2)CC1)c1ccc(CS(=O)c2ccc(F)cc2)o1 (stereo not drawn),-12%,1%,6%,24%,1%,-9%,1,-4%,23%
COc1ccc2c(=O)c(C(=O)O)c(-c3ccc4c(c3)OCO4)n(C)c2c1,-14%,7%,1%,12%,-20%,12%,3,-1%,15%[59 µM]
CCOc1ccc(NC(=O)c2c(NCc3cc(OC)c(OC)cc3OC)sc3c2CCCC3)cc1,25µM*,-11%,-1%,?,?,25µM*,-2,-15%,13µM*
O=C(CC1C(=O)N(c2ccccc2)C(=O)N1CCc1cccs1)Nc1ccc(F)cc1 (stereo not drawn),-16%,-2%,-10%,17%,3%,-3%,4,-1%,5%[59 µM]
CCn1cc(S(=O)(=O)NCc2ccccc2Br)cn1,-7%,-1%,17%,11%,6%,0%,2,-20%,30%
CCCCn1c(CCC)nc([N+](=O)[O-])c1Sc1ccc(Cl)cn1,-22%,-20%,-5%,4%,-14%,-20%,25,2%,14µM*
N#CCCN=C(NS(=O)(=O)c1ccccc1)c1ccccc1,-11%,1%,13%,-6%,9%,-2%,4,-2%,4%
COc1ccc(-c2cc(=O)n(-c3ccc([N+](=O)[O-])cc3)[nH]2)cc1,56µM*,19%,-22%,?,?,40µM*,-19,2%,10µM*
O=C(COC(=O)c1ccccc1C(=O)N1CCN(c2ccccc2)CC1)Nc1ccc(F)cc1,-30%,23%,2%,-17%,0%,-30%,-2,-9%,-4%[59 µM]
O=C(CCn1c(=O)c2cccn2c2cccnc21)NCc1cccc(Br)c1,-7%,-7%,2%,34%,?,-13%,-2,16%,7%[59 µM]
C/C(=N\Nc1c(Cl)c(Cl)nc(C(=O)O)c1Cl)c1ccc(O)cc1,-6%,1%,16%,27%,-15%,0%,-5,24%,?
Cc1ccc(NC(=O)c2cc(C)nc3ccccc23)c(Br)c1,?,1%,2%,-19%,?,3%,0,-26%,11%[0.501 µM]
COC(=O)C1=C[C@@H](C(=O)OC)[C@@H]2C3=C(C(=O)[C@@]2(C)NC(=O)c2ccccc2)[C@H](c2ccccc2)[C@@H]2C(=O)NC(=O)[C@@H]2[C@@H]3C1,4%&-9%,2%,8%,37%&37%,-8%,.,2,7%&7%,.
CC(=NNC(=O)COc1cccc(C)c1)c1cccnc1,-4%,7%,6%[15.4 µM],29%,10%,.,-1,-33%,.
COc1cc(C(=O)Nc2ccc3c(c2)Cc2ccccc2-3)cc(OC)c1OC,-16%,-5%,-3%,10%,-2%,-8%,3,-4%,-29%[59 µM]
COc1cccc(C(=O)/C=C/Nc2ccc(NC(C)=O)cc2)c1,-20%,19%,0%,0%,21%,-1%,-3,-14%,-10%[59 µM]
O=C(Nc1ccccc1N1CCOCC1)C1CCN(S(=O)(=O)c2cccc(C(F)(F)F)c2)CC1,-4%,5%,7%,38%,?,4%,-6,-3%,0%[59 µM]
O=C(CNC(=O)Cc1ccccc1)N=Nc1c(O)n(Cc2ccc3c(c2)OCO3)c2ccccc12,-25%,3%,-5%,45%,-7%,3%,0,2%,-10%
COc1ccc(CN(C)C(C)C(=O)NC2CCCc3ccccc32)cc1 (stereo not drawn),-11%,-5%,-8%,46%[activator],-7%,-7%,3,-10%,42%[activator]

# Ordered by heavy-atom count (descending): 9 of the compounds above
SMILES,JMJD2A Tudor,GLS inh,ERG-DNA inh,HP1b chromo inh,12-LOX inh,BAZ2B inh,PI4K2A inh,RGS4 inhibitor,G9a inh
O=C(CNC(=O)Cc1ccccc1)N=Nc1c(O)n(Cc2ccc3c(c2)OCO3)c2ccccc12,-25%,3%,-5%,45%,-7%,3%,0,2%,-10%
O=C(Nc1ccccc1N1CCOCC1)C1CCN(S(=O)(=O)c2cccc(C(F)(F)F)c2)CC1,-4%,5%,7%,38%,?,4%,-6,-3%,0%[59 µM]
COc1ccc(-c2ccc([C@H]3[C@H]4C=CC[C@@H](C)[C@@H]4C(=O)N3Cc3ccccc3)c(F)c2)cc1,-17%,4%,-2%,28%,-19%,-13%,-6,5%,-5%[59 µM]
O=C(NC1CCN(Cc2ccccc2)CC1)c1ccc(CS(=O)c2ccc(F)cc2)o1 (stereo not drawn),-12%,1%,6%,24%,1%,-9%,1,-4%,23%
O=C(CCn1c(=O)c2cccn2c2cccnc21)NCc1cccc(Br)c1,-7%,-7%,2%,34%,?,-13%,-2,16%,7%[59 µM]
COc1ccc2c(=O)c(C(=O)O)c(-c3ccc4c(c3)OCO4)n(C)c2c1,-14%,7%,1%,12%,-20%,12%,3,-1%,15%[59 µM]
C/C(=N\Nc1c(Cl)c(Cl)nc(C(=O)O)c1Cl)c1ccc(O)cc1,-6%,1%,16%,27%,-15%,0%,-5,24%,?
N#CCCN=C(NS(=O)(=O)c1ccccc1)c1ccccc1,-11%,1%,13%,-6%,9%,-2%,4,-2%,4%
CCn1cc(S(=O)(=O)NCc2ccccc2Br)cn1,-7%,-1%,17%,11%,6%,0%,2,-20%,30%

# Later entries
SMILES,JMJD2A Tudor,GLS inh,ERG-DNA inh,HP1b chromo inh,12-LOX inh,BAZ2B inh,PI4K2A inh,RGS4 inhibitor,G9a inh
Cc1nnc(N2C(=O)c3ccc(Br)cc3C2=O)s1,-1%,-5%,3%,40%[activator],0%,6%,3,-18%,.
O=C1NC2(CCCCC2)C(=O)N1/N=C/c1ccccc1Br,-15%,-1%,-19%,35%[activator],?,-16%,1,-10%,14%
CC(C)C(=O)Nc1nnc(SCC(=O)NC2CC2)s1,-5%,16%,-2%,15%,0%,24%,1,-5%,2%
COc1ccc(C)cc1N(C(=O)c1ccccc1)c1nc2ccccc2s1,0%,0%,3%,36%,-4%,5%,-3,-29%,-12%[59 µM]
COc1ccc(/C=C2\CCCCC2=O)cc1,-7%,-1%,0%,18%,0%,.,6,-24%,.
COC(=O)CSc1ccc(S(=O)(=O)N2CCOCC2)cc1[N+](=O)[O-],-11%,6%,-3%,20%,-24%,-8%,2,4%,-22%[59 µM]
CC(=O)Nc1ccc(NC(=O)COC(=O)C2CCCCC2)cc1,0%,3%,2%,43%[activator],-22%,.,-5,-15%,.
COc1ccc(OCC(=O)N2CCN(C(=O)c3cccs3)CC2)cc1,10%,2%,-6%,32%,-24%,10%,-2,-6%,11%[59 µM]
CSc1ccccc1OCc1cc(C(=O)N2CCN(c3ncccn3)CC2)no1,?,0%,-2%,8%,-24%,-27%,-16,-14%,56µM*
COc1ccc([N+](=O)[O-])cc1N(CC(O)CN1CCOCC1)S(=O)(=O)c1ccccc1 (stereo not drawn),?,-2%,8%,-3%,-6%,0%,1,-23%,11%
CCSC(=O)NC1CCCCC1,-3%,0%,?,11%,?,0%,-1,20%,-5%
CC(=O)NS(=O)(=O)c1ccc(NC(=O)[C@@H]2CCCN2S(=O)(=O)c2ccc(Cl)cc2)cc1,-12%,0%,-8%,29%,?,.,-1,16%,.
COc1ccc(/C=N/N=C2/NC(=O)C(c3ccccc3)S2)c(OC)c1 (stereo not drawn),-8%,14%,-6%,31%,0%,8%,0,-5%,21%[59 µM]
Cc1cc(C)cc(NC(=O)CSCn2nnc3c(=O)[nH]c(Cc4ccc(F)cc4)nc32)c1,-7%,?,-2%,41%[activator],?,-3%,-2,-3%,1%[59 µM]
CCN(C(=O)c1ccnn1C)c1ccccc1,-11%,7%,0%,11%,-5%,6%,-3,-30%,?
Cc1ccc(Cl)cc1NC(=O)c1oc2c(c1C)-c1[nH]ncc1CC2,-1%,9%,2%,87%[activator],-22%,5%,-11,-15%,-6%[59 µM]
CC(=O)Nc1ccc(NC(=O)CSc2ncnc3sc(C)c(C)c23)cc1,-6%,-5%,24%,2%,18%,-11%,8,9%,10%
NC(=O)c1ccccc1NC(=O)c1ccc2ccccc2c1,-4%,-4%,8%,21%,13%,3%,3,-19%,-10%
Cc1cccc(C(=O)N2CCc3cc(-c4nc(NC(=O)CN5CCCC5)sc4C)ccc32)c1,?,0%,1%,-13%,-36%,?,2,-3%,?
